AmpC inh detg: qHTS Inhibitors of AmpC Beta-Lactamase (assay with detergent); P00811; AmpC hydrolysis of nitrocefin, absorbance 480 nm, 0.01% Triton; Potency, µM (series often up to 114 µM), without a hit: at the top dose activity change, negative = inhibition, actives largely listed as inhibitors; 370,000 tested, 0.041% active; AID 485294, 2010;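 also: potency is read from the fitted curve at half-maximal effect; 0% = no-compound wells and -100% = no-enzyme wells; nearly all actives have a fitted effect of over 25% in size; some results filed as inactive show a strong effect at the top dose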
Target sequence (P00811 whole entry, looked up): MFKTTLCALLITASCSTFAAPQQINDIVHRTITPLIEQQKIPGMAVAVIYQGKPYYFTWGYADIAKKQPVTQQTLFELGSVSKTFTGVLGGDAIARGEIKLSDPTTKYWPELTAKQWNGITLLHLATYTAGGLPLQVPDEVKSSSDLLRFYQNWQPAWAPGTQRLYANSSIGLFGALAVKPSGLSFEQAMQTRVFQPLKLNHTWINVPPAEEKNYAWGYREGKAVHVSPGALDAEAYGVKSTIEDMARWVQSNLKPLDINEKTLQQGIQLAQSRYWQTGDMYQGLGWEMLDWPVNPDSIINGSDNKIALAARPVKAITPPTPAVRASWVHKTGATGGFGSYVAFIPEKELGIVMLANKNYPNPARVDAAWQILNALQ
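AmpC (5.3 nM in the dispensed reagent) in 20 mM phosphate pH 7.0 with 0.01% (detergent screen) or 0.0001% Triton X-100 was preincubated with compounds for 15 min at room temperature. Nitrocefin was then added from an 800 uM solution, and hydrolysis was followed at 480 nm.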
AMA1 RON2 block: qHTS for Inhibitors of AMA1-RON; Towards Development of Antimalarial Drug Lead: Primary Screen. Plasmodium falciparum AMA1 (3D7) - RON2 peptide interaction. AID 720542, 2013. Potency, µM (doses to about 58.2 µM), for inactives: at the top dose activity change, negative = inhibition, most hits filed as inhibitors. 360,000 tested, 0.2% active. AlphaScreen AMA1-biotinylated RON2 peptide binding;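 also: potency is read from the fitted curve at half-maximal effect; 0% = vehicle wells and -100% = peptide control; nearly all actives have a fitted effect of over 45% in size; some results filed as inactive show a strong effect at the top dose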
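AMA1 (3D7) with his tag at 25 nM final met compounds first, then biotinylated RON2 peptide at 25 nM; detection used donor plus acceptor beads, 10 µg/mL apiece, read by AlphaScreen after 30 min at room temperature.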
LmPK inhibitor: qHTS Assay for Inhibitors of Leishmania Mexicana Pyruvate Kinase (LmPK); purified LmPK, Kinase-Glo ATP luminescence, 1 h; Potency, µM (doses to about 57.5 µM), for inactives: at the top dose activity change, negative = inhibition, usual class: inhibitors; 290,000 tested, 0.37% active; also: potency is read from the fitted curve at half-maximal effect
Target sequence (Q27686 whole entry, looked up): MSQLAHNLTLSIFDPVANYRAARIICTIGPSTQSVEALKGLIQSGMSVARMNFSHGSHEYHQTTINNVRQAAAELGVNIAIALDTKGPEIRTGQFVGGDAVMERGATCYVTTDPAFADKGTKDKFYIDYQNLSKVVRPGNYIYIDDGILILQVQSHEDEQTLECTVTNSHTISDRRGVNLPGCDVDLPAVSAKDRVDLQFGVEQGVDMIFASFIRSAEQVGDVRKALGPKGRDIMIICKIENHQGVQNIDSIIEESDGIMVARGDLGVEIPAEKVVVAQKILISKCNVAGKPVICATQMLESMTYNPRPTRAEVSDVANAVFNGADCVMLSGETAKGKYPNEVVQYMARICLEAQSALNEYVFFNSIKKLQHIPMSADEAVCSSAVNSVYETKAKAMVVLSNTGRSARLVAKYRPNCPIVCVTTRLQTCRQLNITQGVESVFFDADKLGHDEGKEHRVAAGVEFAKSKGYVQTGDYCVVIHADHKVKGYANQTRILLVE
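Purified LmPK (0.1 nM) with 0.5 mM PEP and 0.1 mM ADP in imidazole buffer pH 7.2 with MgCl2/KCl, 1 h at room temperature. ATP formed was read by luciferase luminescence and normalized to no-enzyme and uninhibited controls.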
HCMV antiviral: qHTS Assay for inhibitors of the human cytomegalovirus (HCMV) | HFF cells, HCMV-luciferase reporter, 72 h; stronger effect = lower value | AID 1259415, 2018 | activity change, negative = inhibition, % at 57.5 µM | 410,000 tested, 4.5% active; in the data active = activity change below about -60%; inconclusive = no clear call, values can overlap the other calls; inactive = above about -39%
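After 16 h attachment at 37C, HFF cells received test compound and HCMV-luciferase (1 PFU/cell); reporter luminescence read 72 h later, data normalized against buffer-only and known inhibitor Salinomycin.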
Sm TGR block: qHTS Assay for the Inhibitors of Schistosoma Mansoni Peroxiredoxins; purified TGR, DTNB reduction, TNB absorbance 405 nm; Potency, µM (top dose mostly 114 µM), without a hit: top-dose activity change, negative = inhibition, usual class: inhibitors; 360,000 tested, 3% active; AID 485364, 2010; also: potency is read from the fitted curve at half-maximal effect; nearly all actives have a fitted effect of over 60% in size
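Kinetic colorimetric format: TGR-catalysed, NADPH-driven DTNB reduction monitored via TNB absorbance. Enzyme dispensed at 20 nM; compound exposure 15 min at room temperature before reaction start.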
AmpC no deterg: qHTS Inhibitors of AmpC Beta-Lactamase (assay without detergent); AmpC nitrocefin hydrolysis, absorbance 480 nm, 0.0001% Triton; Potency, µM (series often up to 57.1 µM), inactives show at the highest dose activity change, negative = inhibition, usual class: inhibitors; 330,000 tested, 0.52% active; AID 485341, 2010;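 also: potency is read from the fitted curve at half-maximal effect; plate controls were no compound for no effect and no enzyme for full effect; nearly all actives have a fitted effect of over 20% in size; some results filed as inactive show a strong effect at the top dose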
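AmpC (5.3 nM in the dispensed reagent) in 20 mM phosphate pH 7.0 with 0.01% (detergent screen) or 0.0001% Triton X-100 was preincubated with compounds for 15 min at room temperature. Nitrocefin was then added from an 800 uM solution, and hydrolysis was followed at 480 nm.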
TbPYK inhibitor: qHTS of Trypanosoma Brucei Inhibitors | 410,000 tested, 0.12% active | TbPYK enzyme, Kinase-Glo Plus ATP luminescence, 45 min | Potency, µM (doses to about 76.8 µM), without a hit: top-dose activity, negative = inhibition, usual class: inhibitors | pyruvate kinase (Trypanosoma brucei), Q57TT1; also: potency is read from the fitted curve at half-maximal effect; nearly all actives have a fitted effect of over 50% in size
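Luminescence from Kinase-Glo Plus, added after a 45-minute room-temperature reaction, served as the end-point read-out. The enzyme and substrate were preincubated with compound before ADP (130 uM final) initiated turnover. Concentration-effect curves came from normalized qHTS data.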
* hit, by the source's call; u = inconclusive; x = not tested or not shown; [ ] = dose if it differs, or a comment. Unless noted, calls follow the shape of the dose curve; as a rule, active = well fitted curve in the direction sought with a large enough effect; inconclusive = small, poorly fitted or top-dose-only effect, or another doubt; inactive = no such curve, though single readings can be large; an effect the other way counts as inactive or inconclusive. Unless noted, % is scaled to controls: 0 for no effect and ±100 for the full control effect.

A first look (twelve entries):
no.	canonical_smiles	Sm TGR block	LmPK inhibitor	AmpC no deterg	AmpC inh detg	AMA1 RON2 block	HCMV antiviral	TbPYK inhibitor
1	CCC(C)(C(=O)NC1CCCC1)N(C(C)=O)c1ccc(C)cc1 (centres undefined)	-22%	4%	-2%	-1%	2%	-15	-12%
2	Nc1c(C(=O)NCc2ccco2)nnn1Cc1ccccc1	-9%	-6%	x	-6%	7%	-10	-26%
3	O=S(=O)(NCCCN1CCOCC1)c1ccc(Cl)cc1	9%	4%	-5%	-3%	-2%	-17	-4%
4	CCOC(=O)C1=C(CS(=O)(=O)c2ccccc2)NC(=O)NC1c1ccccc1OCC (centres undefined)	25µM*	3%	-6%	0%	0%	0	1%
5	CCOC(=O)N1CCC2(CC1)C(C#N)=C(N)OC1=C2C(=O)CC(C)(C)C1	1%	-1%	-4%	-2%	-18%	-39	-21%
6	CCN(CC)c1ccc(NC(=O)COc2ccc(-n3cnnn3)cc2)cc1	x	x	-6%	x	-26%	-21	-15%
7	O=C(Nc1cccc(-n2cccn2)c1)C1CCCN(Cc2cccc(F)c2F)C1 (centres undefined)	1%	-10%	27%	-6%	-19%	-10	3%
8	CCc1ccc(S(=O)(=O)c2nnn3c2nc(NC2CCCCCC2)c2sccc23)cc1	2%	x	x	13%	x	-5	-5%
9	O=C(CCc1ccc(S(=O)(=O)NCc2ccccc2)cc1)NCc1ccco1	-2%	-5%	-13%	u	2%	0	6%
10	CN(C)C(=O)c1ccc(=O)n(Cc2ccc(Cl)cc2Cl)c1	11%	-4%	-5%	1%	7%	x	6%
11	CCNC(=O)Cc1ccc(NC(=O)N2CCCCc3ccccc32)cc1	2%	x	x	14%	x	15	0%
12	FC(F)(F)c1cccc(NC(=S)N2CCCCCC2)c1	4%	0%	0%	-12%	-3%	19	5%

The listing, from the first entry:
no.	canonical_smiles	Sm TGR block	LmPK inhibitor	AmpC no deterg	AmpC inh detg	AMA1 RON2 block	HCMV antiviral	TbPYK inhibitor
1	CCC(C)(C(=O)NC1CCCC1)N(C(C)=O)c1ccc(C)cc1 (centres undefined)	-22%	4%	-2%	-1%	2%	-15	-12%
2	Nc1c(C(=O)NCc2ccco2)nnn1Cc1ccccc1	-9%	-6%	x	-6%	7%	-10	-26%
3	O=S(=O)(NCCCN1CCOCC1)c1ccc(Cl)cc1	9%	4%	-5%	-3%	-2%	-17	-4%
4	CCOC(=O)C1=C(CS(=O)(=O)c2ccccc2)NC(=O)NC1c1ccccc1OCC (centres undefined)	25µM*	3%	-6%	0%	0%	0	1%
5	CCOC(=O)N1CCC2(CC1)C(C#N)=C(N)OC1=C2C(=O)CC(C)(C)C1	1%	-1%	-4%	-2%	-18%	-39	-21%
6	CCN(CC)c1ccc(NC(=O)COc2ccc(-n3cnnn3)cc2)cc1	x	x	-6%	x	-26%	-21	-15%
7	O=C(Nc1cccc(-n2cccn2)c1)C1CCCN(Cc2cccc(F)c2F)C1 (centres undefined)	1%	-10%	27%	-6%	-19%	-10	3%
8	CCc1ccc(S(=O)(=O)c2nnn3c2nc(NC2CCCCCC2)c2sccc23)cc1	2%	x	x	13%	x	-5	-5%
9	O=C(CCc1ccc(S(=O)(=O)NCc2ccccc2)cc1)NCc1ccco1	-2%	-5%	-13%	u	2%	0	6%
10	CN(C)C(=O)c1ccc(=O)n(Cc2ccc(Cl)cc2Cl)c1	11%	-4%	-5%	1%	7%	x	6%
11	CCNC(=O)Cc1ccc(NC(=O)N2CCCCc3ccccc32)cc1	2%	x	x	14%	x	15	0%
12	FC(F)(F)c1cccc(NC(=S)N2CCCCCC2)c1	4%	0%	0%	-12%	-3%	19	5%
13	COc1ccc(CN=C(NS(=O)(=O)c2cccs2)SC)cc1	3%	2%	-20%	-7%	11%	-6	-13%
14	O=C(Cc1ccccc1[N+](=O)[O-])NCc1ccc(Cl)cc1	4%	-4%	0%	u	15%	94	-12%
15	Cc1ccc(-c2nc(C3CCCN(S(=O)(=O)c4ccc(C)cc4)C3)no2)cc1 (centres undefined)	8%	1%	-4%	u	-2%	-17	-3%
16	Cc1ccccc1N1CCN(Cc2c[nH]c3ccccc23)CC1	3%	4%	-5%	-1%	-2%	97	23%
17	CC(=O)Nc1ccc(S(=O)(=O)N[C@@H](C)C(=O)NC2CCCc3ccccc32)cc1 (some centres undefined)	x	x	-31%	x	-9%	-35	-1%
18	Cc1cc2nc(-c3ccc(Cl)cc3)c(CC3CCCCC3)n2c(C)c1Br	x	x	x	x	6%	16	0%
19	CN1CCN(c2ccc(NC(=O)c3ccc(C(F)(F)F)cc3)cn2)CC1	-1%	-3%	3%	u	-2%	-38	-6%
20	COc1ccc([C@H]2C[C@@H](n3cc(-c4ccc(F)cc4)nn3)[C@H](O)CN2C(=O)C2CCCCC2)cc1	x	x	x	x	-13%	6	10%
21	CCOc1ccc(-c2cn3c(n2)sc2cc(C(=O)NC4CCCc5ccccc54)ccc23)cc1 (centres undefined)	10%	x	x	15%	x	x	1%
22	CC1CCCCN1C(=O)Cc1ccc(F)cc1 (centres undefined)	-2%	-1%	-7%	-1%	7%	10	-3%
23	CCOC(=O)Cc1csc(N/N=C\c2ccccc2OC)n1	0%	3%	35%	4%	36%[activator]	8	7%
24	Cc1nc(C)c(C(=O)OCC(=O)NCc2ccccc2)s1	-8%	x	-17%	0%	12%	-5	-7%
25	C=CCNC(=S)N1CC2(C)CN(C(=S)NCC=C)CC(C)(C1)C2=O	-1%	-1%	-5%	8%	-8%	25	-8%
26	COc1cccc(C(=O)N2CCN(C(=O)c3cccc4ccccc34)CC2)c1OC	-4%	3%	56%	u	5%	u	3%
27	Cc1nc2ccc(NC(=O)N3CCN(c4ccccn4)CC3)cc2s1	4%	3%	-8%	u	-9%	-40	-4%
28	Cc1[nH]n(-c2ccccc2)c(=O)c1N=Nc1ccccc1C(=O)O	-1%	2%	-20%	0%	101%[activator]	-14	0%
29	Cc1cccc(NC(=O)C2CCCN(S(=O)(=O)c3cccc4nonc34)C2)c1C (centres undefined)	-7%	x	x	-13%	x	-20	10%
30	N#Cc1c(C(F)(F)F)cc(-c2cccs2)nc1SCC(=O)Nc1cccc(Cl)c1	6%	x	x	0%	x	-22	0%
31	C=CC[C@@H](CC(=O)N(CCO)Cc1ccccc1)C(=O)NCCOC(=O)[C@@H](CC=C)Cc1ccc(F)cc1	x	x	205%[activator]	x	-6%	-16	-1%
32	Cn1c(=O)n(C)c2cc(NC(=O)c3ccc(F)cc3)ccc21	-2%	2%	-9%	-3%	15%	u	-1%
33	O=C(C1CCCCN1S(=O)(=O)c1ccccc1[N+](=O)[O-])N1CCOCC1 (centres undefined)	1%	1%	-1%	-7%	3%	-7	-1%
34	Cn1ccnc1SCC(=O)Nc1cccc(C(F)(F)F)c1	0%	1%	-17%	u	0%	-1	2%
35	CC(C)NC(=O)Nc1ccc2c(c1)C(=O)N([C@H](C)CO)C[C@H](C)[C@@H](CN(C)S(=O)(=O)c1ccccc1)O2	x	x	68%[activator]	x	10%	23	-2%
36	CC(C)CNC(=O)Nc1ccccc1F	x	-3%	-17%	1%	-3%	-18	0%
37	CCOC(=O)C(O)(CC(=O)c1ccc(OC)cc1)C(F)(F)F (centres undefined)	0%	2%	2%	0%	-22%	64	0%
38	Cc1nnc2c3cnn(-c4ccc(Cl)cc4)c3ncn12	-4%	4%	-5%	u	x	x	x
39	COC(=O)c1ccc(NC(=O)CC2C(=O)N(c3cccc(OC)c3)C(=O)N2Cc2cccs2)cc1 (centres undefined)	0%	x	x	u	x	-26	-1%
40	CC1=C(C#N)C(c2ccccc2O)C(C#N)=C(C)N1	-12%	-1%	-25%	-6%	-3%	21	0%
41	CCN1C(=O)CC(N2CCN(c3ccc(OC)cc3)CC2)C1=O (centres undefined)	-12%	5%	29%	-6%	6%	-10	0%
42	Cc1cccc(NC(=O)c2cc(-c3ccc(C)s3)nc3ccccc23)n1	2%	-2%	-58%	-12%	45%[activator]	-23	5%
43	CN1CCN(CCNC(=O)c2cnn(-c3cccc(Cl)c3)c2C2CCN(C(=O)OC(C)(C)C)CC2)CC1	1%	x	x	3%	x	-23	5%
44	C[C@@H]1COc2cccc(N3CCN(C)CC3)c2S(=O)(=O)N1	x	x	x	x	-4%	-7	-2%
45	C=C(C)CN(CC)C(=O)CN1C(=O)NC2(CCc3ccccc32)C1=O (centres undefined)	8%	-17%	13%	5%	82%[activator]	199	-3%
46	CC1=CC(C)[C@H](/C=N/n2c(=O)[nH]c3c([nH]c4ccc(Br)cc43)c2=O)C(C)C1 (some centres undefined)	1%	-2%	-37%	-13%	3%	-74*	-3%
47	O=C(c1cccn2c(=O)c3cc(Br)ccc3nc12)N1CCN(c2ccccn2)CC1	-8%	2%	-1%	2%	-18%	10	0%
48	Cc1ccc(CNC(=O)CCS(=O)(=O)c2ccc(Cl)cc2)cc1	1%	-1%	-4%	1%	0%	-13	-10%
49	Cc1cc(C)n(C(=O)CSc2nc3ccccc3o2)n1	-2%	-1%	-4%	28µM*	1%	34	5%
50	Cc1cc(C)n(-c2ccc(C(=O)N3CCN(S(=O)(=O)c4ccc(Cl)cc4)CC3)cc2)n1	-7%	x	141%[activator]	u	2%	-11	11%
51	COC(=O)c1[nH]c2ccc(Br)cc2c1NC(=O)C(C)N1CCN(C2CCCCC2)CC1 (centres undefined)	4%	1%	50%	-10%	0%	-13	-3%
52	O=C(c1cccc(S(=O)(=O)Nc2cccc(C(F)(F)F)c2)c1)N1CCOCC1	11%	1%	-4%	-1%	-8%	-27	-1%
53	O=[N+]([O-])c1ccc(Sc2ccc(F)cc2)nc1	x	x	x	x	-8%	-21	4%

Bioassay records deposited in PubChem by National Center for Advancing Translational Sciences (NCATS).
